Screens deposited in PubChem by National Center for Advancing Translational Sciences (NCATS).
MLL CXXC-DNA inh: blocks binding of human MLL CXXC domain to DNA; Q03164; MLL-CXXC / FITC-HOXA9 DNA fluorescence polarization; Potency, µM (series often up to 115 µM), inactives show top-dose activity change, negative = inhibition, actives largely listed as inhibitors; 0.037% of 290,000 active; AID 2662; active means well fitted inhibition curve with a large enough effect in the polarisation, with a control signal flat, not every such curve was filed as active; inconclusive means small, poorly fitted or top-dose-only effect, or effect the other way, or a change in a side signal; inactive means no such curve, though single readings can be large or run the other way; the % refers to the polarisation; further: potency means the concentration at half of the fitted maximal effect
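Purified MLL-CXXC (added from a 7 uM solution) was preincubated 5 min at ambient with pinned compounds in 50 mM Tris-HCl pH 7.5, 50 mM NaCl, 1 mM DTT, 0.05% BSA. Fluorescein-labeled HOX-A9 DNA (50 nM solution) followed, 30 min, then polarization read.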
B2AR arrestin: beta2AR (human) beta-arrestin recruitment activity; P07550; beta-arrestin recruitment to beta2AR, cell-based reporter; Potency, µM (top dose mostly 46.1 µM), for the others: at the top dose activation, usual class: activators; 0.02% of 330,000 active;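 further: potency means the concentration at half of the fitted maximal effect; 0% = DMSO controls and full agonism = EC100 isoproterenol or metaproterenol; nearly all actives have a fitted effect of over 65% in size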
ELG1 repair inh: blocks ELG1-dependent DNA repair in HEK293T cells; HEK293T ELG1-luciferase reporter, luminescence, 16 h; DNA damage induced by 5-fluorouridine; Potency, µM (doses to about 46.1 µM), for inactives: top-dose activity change, negative = inhibition, hits mostly inhibitors; 2.3% of 330,000 active; AID 504467; further: potency means the concentration at half of the fitted maximal effect; on the % scale 0 is the no-effect control and ±100 the full control effect; nearly all actives have a fitted effect of over 55% in size
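5-Fluorouridine DNA damage + compound/DMSO, 2,000 cells/well, 16 h, 37 °C/5% CO2. ONE-Glo, 30 min RT, luminescence. Readout = decrease in reporter signal.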
TCR activator: activates T cell receptor signaling; primary human leukocytes, anti-CD3, IL-2 HTRF, 48 h; Potency, µM (series often up to 9.22 µM), inactives show top-dose activation of IL-2 secretion, actives largely listed as activators; 330,000 tested, under 10 active; further: % of control where 0% means no effect
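Primary human leukocytes receive a-CD3 beads and test compound and are incubated 48 hr. Secreted IL-2 is then assayed by HTRF, measuring 665nm acceptor emission after 320nm excitation of the europium donor.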
BRCA1 expr act: increases BRCA1 expression; MCF7-BRCA1-FFLuc reporter, luminescence, 48 h; response scale: scaled: vehicle 0%, 10 µM genistein 100%; Potency, µM (doses to about 46.1 µM), inactives show top-dose activation, usual class: activators; 1.1% of 380,000 active; further: potency means the concentration at half of the fitted maximal effect; nearly all actives have a fitted effect of over 80% in size; some results filed as inactive show a strong effect at the top dose
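Using MCF7 cells harboring a BRCA1 firefly luciferase reporter, plated 2 h before compound pinning, the screen measured luminescence after 48 h incubation. Responses were normalized to DMSO and 10 microM genistein, then fitted for concentration-effect.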
TRPV1 ag: agonists of human vanilloid receptor 1 (TRPV1). 0.19% of 320,000 active. activation, % at 8.33 µM. Q8NER1. TRPV1-expressing cells, Fluo-8 calcium influx, agonist mode; in the data active means activation above about 80%; inconclusive means between about 30% and that limit; further: 0% is about no effect
Target sequence (Q8NER1 whole entry, looked up): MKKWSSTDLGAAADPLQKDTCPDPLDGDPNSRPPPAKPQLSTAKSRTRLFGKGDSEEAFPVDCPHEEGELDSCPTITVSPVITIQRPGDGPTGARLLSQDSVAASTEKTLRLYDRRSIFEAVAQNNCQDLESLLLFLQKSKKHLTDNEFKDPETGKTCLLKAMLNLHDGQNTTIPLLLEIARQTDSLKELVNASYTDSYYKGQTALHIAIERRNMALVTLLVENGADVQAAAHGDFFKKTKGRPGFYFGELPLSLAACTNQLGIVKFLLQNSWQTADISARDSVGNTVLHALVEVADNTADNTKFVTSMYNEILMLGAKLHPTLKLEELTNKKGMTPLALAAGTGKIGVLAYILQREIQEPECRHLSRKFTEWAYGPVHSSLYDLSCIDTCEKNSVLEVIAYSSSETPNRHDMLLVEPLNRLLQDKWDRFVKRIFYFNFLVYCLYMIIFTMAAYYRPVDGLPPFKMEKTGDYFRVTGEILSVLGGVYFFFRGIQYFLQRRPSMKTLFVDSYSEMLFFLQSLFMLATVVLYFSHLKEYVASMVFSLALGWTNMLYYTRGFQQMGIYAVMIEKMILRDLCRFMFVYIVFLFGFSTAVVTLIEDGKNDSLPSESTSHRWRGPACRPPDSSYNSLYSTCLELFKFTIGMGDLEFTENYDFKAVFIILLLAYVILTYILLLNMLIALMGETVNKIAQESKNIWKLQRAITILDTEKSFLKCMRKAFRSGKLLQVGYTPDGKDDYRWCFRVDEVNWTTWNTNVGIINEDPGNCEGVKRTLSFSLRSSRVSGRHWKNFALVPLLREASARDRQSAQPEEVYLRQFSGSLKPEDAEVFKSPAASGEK
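TRPV1-expressing cells were cultured overnight at 35.5C and loaded with Fluo-8 calcium dye for 40 to 90 min at room temperature. After a 10 s baseline, compound was added and calcium influx was read kinetically for 3 min (ex 480/em 520 nm).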
Integrin act MD: activates integrin-mediated alleviation for muscular dystrophy; AID 624291; Potency, µM (series often up to 38.3 µM), for inactives: at the top dose activation, most hits filed as activators; alpha7betagal myoblasts, beta-gal FDG fluorescence, 48 h; 0.064% of 350,000 active;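 further: potency means the concentration at half of the fitted maximal effect; 100% = response of the positive control SU9516; nearly all actives have a fitted effect of over 60% in size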
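Alpha7betagal+/- myoblasts (passage 13) were plated 16-24 hr, then exposed to compounds (1:260 dilution of DMSO stock) for 48 hours at 37C. After MPER lysis, β-galactosidase reporter activity was read as FDG fluorescence (ex 480/em 540) after 30 minutes.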
AT treatment: potential ataxia-telangiectasia treatment; […] A-T fibroblasts, KAP-1 phosphorylation AlphaLISA; neocarzinostatin DNA damage 30 min before lysis; AID 485349; Potency, µM (doses to about 57.5 µM), for the others: at the top dose activation, actives largely listed as activators; 0.19% of 320,000 active; further: potency means the concentration at half of the fitted maximal effect; % of control where 0% means no effect; nearly all actives have a fitted effect of over 45% in size
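hTERT-immortalized A-T patient fibroblasts ([…]), 500 cells/well in OPTI-MEM, 1% FBS, got compounds for 60 min, then NCS for 30 min at 37C. Lysates were then assayed for phospho-KAP-1 by AlphaLISA (anti-pKAP1 donor, anti-KAP1 acceptor beads), 6 hr at 25C.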
p53 reactivation: mutant p53 re-activation in reporter cells; H1299 p53-A138V BP100-luciferase reporter, luminescence, 24 h; AID 504706; 0.063% of 320,000 active; Potency, µM (series often up to 92.2 µM), for inactives: top-dose activity change, positive = activation, hits mostly activators; further: potency means the concentration at half of the fitted maximal effect; % of control where 0% means no effect; nearly all actives have a fitted effect of over 45% in size
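p53-null H1299 cells stably carrying temperature-sensitive p53-A138V and a BP100-luciferase reporter were pinned with compounds (4-point, 1:5 series) and held 24 hrs at 37 deg C. Luminescence was read 10 min after detection reagent.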
TSG101-PTAP inh: blocks PTAP/TSG101 interaction to inhibit HIV-1 budding. Potency, µM (top dose mostly 115 µM), for inactives: top-dose activity change, negative = inhibition, hits mostly inhibitors. AID 493005. 340,000 tested, under 10 active. Q99816. Fluorescence polarization, FITC-PTAP peptide / Tsg101 binding; active means well fitted inhibition curve with a large enough effect in the main read-out, with a control signal flat, not every such curve was filed as active; inconclusive means small, poorly fitted or top-dose-only effect, or effect the other way, or a change in a side signal; inactive means no such curve, though single readings can be large or run the other way; further: potency means the concentration at half of the fitted maximal effect; % of control where 0% means no effect
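Compounds were pin-transferred onto Tsg101 binding domain (10 uM final) in HEPES pH 7.5 buffer, then FITC-PTAP peptide was added at 50 nM final. After 20 min at RT, polarization reported peptide displacement across a qHTS concentration series.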
* = called active by the depositor; u = inconclusive; x = not tested or not shown; & = joins results of further samples; [ ] = dose if it differs, or a comment. Unless noted, the call rests on the fitted dose curve; in most records, active means well fitted curve in the direction sought with a large enough effect; inconclusive means small, poorly fitted or top-dose-only effect, or another doubt; inactive means no such curve, though single readings can be large; an effect the other way counts as inactive or inconclusive.

[1] CNc1nc2c3ccccc3n(C(C)=O)c2s1
[2] Cc1ccc(C(=O)N/C(=C\c2cccs2)C(=O)NCCc2c[nH]c3ccccc23)cc1C
[3] Cc1ccc(S(=O)(=O)NNC(=O)c2cc([N+](=O)[O-])c(C)c([N+](=O)[O-])c2)cc1
[4] CCOC(=O)N1CCN(C(=O)c2cc3c(-c4cccc(OC)c4)nn(C)c3s2)CC1
[5] O=C(NC1CCN(Cc2ccccc2)C1)c1cccc(S(=O)(=O)N2CCOCC2)c1 (stereo not given)
[6] Nc1c(N(CCO)C(=O)C2CCCC2)c(=O)[nH]c(=O)n1Cc1ccccc1
entry no.	1	2	3	4	5	6
MLL CXXC-DNA inh	1%	23%	x	6%	x	x
B2AR arrestin	0.2%	-0.4%	x	-0.4%	-2.3%	-0.8%
ELG1 repair inh	u	-23%	x	u	2%	12%
TCR activator	-8%	7%	5%	-10%	-61%	x
BRCA1 expr act	75%	-30%	-6%	-36%	-8%	7%
TRPV1 ag	-2	-2	x	2	-1	x
Integrin act MD	20%	4%	4%	-50%[inhibitor]	1%	-8%
AT treatment	-2%	-1%	x	6%	-10%	1%
p53 reactivation	6%	1%	x	7%	4%	4%
TSG101-PTAP inh	-2%	-4%	0%	-3%	-5%	-8%

[7] Cc1ccc(C)c(NC(=O)c2ccc3c(c2)N(Cc2ccc(F)cc2)C(=O)CS3=O)c1 (stereo not given)
[8] CC(=O)Nc1ccccc1NC(=O)CC(C)(C)C
[9] CCN(Cc1ccccc1)S(=O)(=O)c1ccc(C(=O)Nc2nnc(C3CC3)o2)cc1
[10] COc1ccccc1NC(=O)CSc1nnc(NC(=O)C2CC2)s1
[11] O=C(NCc1ccc(F)cc1)c1ccc(CS(=O)(=O)Cc2ccc(F)cc2)o1
[12] CCOc1ccc(CCNC(=O)c2cccc(S(=O)(=O)N3CCOCC3)c2)cc1OCC
entry no.	7	8	9	10	11	12
MLL CXXC-DNA inh	-7%	-5%	-6%	-8%	9%	x
B2AR arrestin	4.9%	0.0%	0.2%	-0.2%	-0.2%	0.4%
ELG1 repair inh	u	10%	12µM*	-27%	u	5%
TCR activator	-2%[46.1 µM]	-17%	6%	1%	-5%	-2%
BRCA1 expr act	0%	-9%	-65%	-31%	-13%	0%
TRPV1 ag	-4	14	x	-1	1	7
Integrin act MD	0%	-49%[inhibitor]	-33%	2%	-32%	-12%
AT treatment	13%	-1%	-3%	-1%	x	-1%
p53 reactivation	-6%	5%	u	-7%	-9%	2%
TSG101-PTAP inh	-3%	-3%	-8%	-5%	-1%	-2%

[13] COc1ccc(CCNC(=O)CCn2c(=O)oc3ccccc32)cc1OC
[14] O=C(Nc1nncs1)c1cccc(S(=O)(=O)N2CCc3ccccc32)c1
[15] Cc1c(C(=O)N2CCOCC2)sc2ncn(CC(=O)N3CCC(C)CC3)c(=O)c12
[16] COC(=O)C[C@H]1c2cc(C(F)(F)F)ccc2S(=O)(=O)N1C1CCCCC1
[17] O=C(c1ccccc1)n1ccn(-c2ccccc2)c1=S
[18] Cc1ccc(C)c(N2CC(C(=O)OCC(=O)Nc3cc(C)on3)CC2=O)c1 (stereo not given)
entry no.	13	14	15	16	17	18
MLL CXXC-DNA inh	-2%	1%	-3%	x	0%	-4%
B2AR arrestin	-0.1%	0.0%	0.4%	x	-0.5%	0.2%
ELG1 repair inh	-3%	4%	9%	x	2%	9%
TCR activator	6%	0%	-3%	1%	-1%[46.1 µM]	4%
BRCA1 expr act	-10%	1%	18%	1%	-17%	-7%
TRPV1 ag	-1	0	0	x	16	1
Integrin act MD	14%	0%	9%	-10%	-8%	0%
AT treatment	5%	6%	-1%	x	x	2%
p53 reactivation	5%	-4%	-3%	x	11%	-2%
TSG101-PTAP inh	2%	-7%	-1%	-3%	-4%	-4%

Reprinted from the part before: 2 entries; new compounds follow.
[17] O=C(c1ccccc1)n1ccn(-c2ccccc2)c1=S
[18] Cc1ccc(C)c(N2CC(C(=O)OCC(=O)Nc3cc(C)on3)CC2=O)c1 (stereo not given)
[19] COC(=O)c1ccc(C(=O)OC)c(NC(=O)COC(=O)C2CC2C)c1 (stereo not given)
[20] Cc1ccc2[nH]c3c(=O)n(CC(=O)NCc4ccco4)ncc3c2c1
[21] Cc1cccc2cc(COC(=O)C(C)(C)C)c(=O)[nH]c12
[22] O=C(COc1ccccc1Cl)NNC(=O)C1CCCO1 (stereo not given)
[23] CCN(CC)C(=O)Cn1nnc(-c2ccc(S(C)(=O)=O)cc2)n1
[24] Cc1ccc(N2CCN(C(=O)c3ccccc3NC(=O)C3CCCCC3C(=O)O)CC2)cc1 (stereo not given)
entry no.	17	18	19	20	21	22	23	24
MLL CXXC-DNA inh	0%	-4%	-7%	3%	-1%	-3%	-2%	u
B2AR arrestin	-0.5%	0.2%	0.0%	0.3%	-0.3%	0.1%	-0.9%	-0.8%
ELG1 repair inh	2%	9%	-28%	12%	16%	13%	9%	8%
TCR activator	-1%[46.1 µM]	4%	-8%	1%	0%	-2%	3%	8%[46.1 µM]
BRCA1 expr act	-17%	-7%	-10%	-12%	1%	-21%	1%	6%
TRPV1 ag	16	1	9	1	-6	-2	-2	1
Integrin act MD	-8%	0%	26%	-18%	16%	u	-6%	6%
AT treatment	x	2%	2%	-1%	10%	-1%	2%	-3%
p53 reactivation	11%	-2%	-4%	-8%	12%	4%	-1%	2%
TSG101-PTAP inh	-4%	-4%	0%	6%	2%	-2%	-15%	-1%

[25] CCOc1ccc(C2=Nn3c(nnc3-c3ccccc3)SC2)cc1Cl
[26] Cc1ccccc1-c1nc(CS(=O)(=O)CC(=O)NC(C)c2ccccc2)c(C)o1 (stereo not given)
[27] Fc1ccccc1OCCCCCCN1CCCC1
[28] COC(C/C=C/[C@H](O)[C@@H](C)OCc1ccccc1)OC
[29] O=C(/C=C/c1ccccc1)NNC(=O)C1CC1
[30] CC(=O)N=c1n(C)c2ccccc2n1CCOc1ccccc1
entry no.	25	26	27	28	29	30
MLL CXXC-DNA inh	-1%	15%	-1%	x	11%	0%
B2AR arrestin	-0.2%	-0.7%	-0.2%	x	0.4%	-0.2%
ELG1 repair inh	3%	u	u	x	15%	0%
TCR activator	1%	1%	-27%	-4%	-4%	3%[46.1 µM]
BRCA1 expr act	0%	-24%&0%	-16%	-5%	1%	u
TRPV1 ag	0	8	-2	x	-2	-2
Integrin act MD	2%	-11%	-57%[inhibitor]	-8%	23%	21%
AT treatment	0%	-1%	10%	x	x	5%
p53 reactivation	-9%	19%	13%	x	-1%	4%
TSG101-PTAP inh	-4%	-6%	-4%	-6%	-7%	0%

[31] CN(C)CCN1C(=O)c2oc3ccc(F)cc3c(=O)c2C1c1ccncc1 (stereo not given)
[32] COc1ccc(/C(C)=N/OC/C(O)=C(\C#N)c2nc3ccccc3[nH]2)c(OC)c1
[33] O=C(CSCC(=O)N1CCCCC1)Nc1nc(-c2ccccc2)c(-c2ccccc2)s1
[34] Cc1cc(SCC(=O)NCC2CCCO2)nc2ccccc12 (stereo not given)
[35] COc1ccccc1NS(=O)(=O)c1c(C)nc2sccn2c1=O
[36] C/C(=N\NC(=O)CC(C)C)c1ccc(Cl)c(Cl)c1
entry no.	31	32	33	34	35	36
MLL CXXC-DNA inh	-1%	18%	9%	u	-7%	-8%
B2AR arrestin	-0.4%	-0.6%	-0.3%	-2.0%	0.0%	-0.7%
ELG1 repair inh	u	11%	7%	1%	-3%	u
TCR activator	1%	7%[46.1 µM]	-4%	-4%	4%	2%
BRCA1 expr act	-1%	2%	2%	7%	19%	30%
TRPV1 ag	-3	-5	1	4	3	-1
Integrin act MD	6%	11%	14%	-12%	17%	-10%
AT treatment	1%	5%	15%	-2%	0%	-1%
p53 reactivation	-2%	3%	14%	-5%	x	9%
TSG101-PTAP inh	-6%	1%	-5%	6%	-2%	-7%

[37] COc1ccc(Cl)cc1NC(=O)Cn1nc(-c2ccc(C)cc2)n(C)c1=S
[38] CC(C)N(C(=O)[C@H]1C[C@H](CC(=O)NCc2cccc(C(F)(F)F)c2)C(=O)N2CCc3c([nH]c4cc(CCC(=O)N(C)C)ccc34)[C@]12C)C(C)C
[39] O=[N+]([O-])c1ccccc1S(=O)(=O)Nc1cccc(-c2ccc(N3CCOCC3)nn2)c1
[40] Cc1cc(/C=C(\C#N)C(=O)OCC(=O)Nc2ccc(OC(F)F)cc2)c(C)n1CC(C)C
entry no.	37	38	39	40
MLL CXXC-DNA inh	-1%	x	x	16%
B2AR arrestin	-1.0%	-0.5%	-0.1%	-0.2%
ELG1 repair inh	-19%	-23%	u	u
TCR activator	2%[46.1 µM]	3%[46.1 µM]	6%	-3%[46.1 µM]
BRCA1 expr act	-34%	-48%	53%	65%
TRPV1 ag	-2	x	5	10
Integrin act MD	-15%	-24%	-9%	20%
AT treatment	24%	-2%[11.5 µM]	-3%	-8%
p53 reactivation	-10%	0%	7%	16%
TSG101-PTAP inh	3%	-2%	-2%	11%
